tim23-1 inh: inhibits growth of tim23-1 mutant yeast; inhibition, % at 20 µM; actives 1.3% (n = 330,000); S. cerevisiae tim23-1 growth, BacTiter-Glo luminescence, 24 h;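 active means growth inhibition of the mutant yeast at or above 50%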;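 further: temperature-sensitive mutant grown at 25 °C; plate controls were DMSO-treated mutant yeast for no effect and medium wells lacking yeast for full effect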
CHOP UPR activ: activators of apoptotic arm of unfolded protein response (CHOP); CHO-CHOP luciferase reporter, UPR activation, luminescence; percent of tunicamycin response over DMSO baseline; activation, % at 10 µM; actives 0.34% (n = 330,000);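 active means at 10 µM dose, activation of 40% or more, normalized to positive control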;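 further: 100% = tunicamycin at 10 µg/mL and 0% = DMSO alone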
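Assay system: CHO cells with stable CHOP pathway luciferase reporter; Buffer or medium: F12 plus 10% serum; Times: 16-18 h cell attachment, then 6 h compound exposure, 37 °C; Signal: luciferase luminescence; Read-out basis: percent activation relative to tunicamycin control; Control set: tunicamycin high control, DMSO low control.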
TIM10 inh: growth inhibitors of TIM10 yeast strain. S. cerevisiae TIM10 strain growth, BacTiter-Glo luminescence, 24 h. actives 1.4% (n = 330,000). inhibition, % at 10 µM;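 active means inhibition of 40% or more at the single tested concentration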;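 further: wild-type TIM10 isogenic control strain grown at permissive 25 °C; 0% = DMSO yeast wells and 100% = minimal medium wells without yeast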
UPR XBP1 act: activators of adaptive arm of unfolded protein response (XBP1); CHO-XBP1 luciferase reporter, IRE1-XBP1 UPR activation, luminescence; percent of tunicamycin response, DMSO as zero; activation, % at 20 µM; actives 0.33% (n = 330,000); AID 463104;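 active means versus positive control, 20 µM dose yields 30% or more activation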;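 further: 100% = tunicamycin at 10 µg/mL and 0% = DMSO only wells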
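Material – CHO cell line with stable XBP1 luciferase reporter · Buffer or medium – F12 plus 10% FBS · Compound – single point, 20 µM final compound, 1% DMSO · Schedule – 16-18 h cell attachment at 37 °C, then 6 h compound exposure · Signal – Steady-Glo luminescence read · Benchmarks – high control tunicamycin 10 µg/mL final, low control DMSO vehicle only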
tim10-1 inh: growth inhibitors of tim10-1 mutant yeast. actives 2.2% (n = 330,000). inhibition, % at 20 µM. S. cerevisiae tim10-1 ts strain growth, BacTiter-Glo, 24 h. AID 463190;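 active means inhibition of at least 40%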;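 further: mutant grown at 25 °C; 0% = DMSO wells with yeast and 100% = wells holding no yeast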
Jurkat NFkB inh: lowers PMA/ionomycin-induced NF-kB signal in Jurkat cells | inhibition, % at 4 µM | actives 0.53% (n = 330,000) | PMA/ionomycin-induced NF-kB luciferase reporter, luminescence | AID 435003; in the data active means inhibition above about 50%
697 NFkB inh: inhibitors of the PMA/ionomycin-induced NF-kB reporter in 697 B cells | 697 B-cell NF-kB luciferase reporter, 16 h | inhibition, % at 4 µM | actives 0.33% (n = 330,000) | AID 435022; in the data active means inhibition above about 35%
Mdm2-MdmX inh: disrupts the human Mdm2-MdmX interaction | O15151+Q00987 | actives 3% (n = 330,000) | inhibition, % at 8 µM | SaOS-2 split-luciferase Mdm2/MdmX complementation, luminescence;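 active means inhibition of at least 50% at 8 µM in the primary screen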
Target sequence (O15151 whole entry, looked up): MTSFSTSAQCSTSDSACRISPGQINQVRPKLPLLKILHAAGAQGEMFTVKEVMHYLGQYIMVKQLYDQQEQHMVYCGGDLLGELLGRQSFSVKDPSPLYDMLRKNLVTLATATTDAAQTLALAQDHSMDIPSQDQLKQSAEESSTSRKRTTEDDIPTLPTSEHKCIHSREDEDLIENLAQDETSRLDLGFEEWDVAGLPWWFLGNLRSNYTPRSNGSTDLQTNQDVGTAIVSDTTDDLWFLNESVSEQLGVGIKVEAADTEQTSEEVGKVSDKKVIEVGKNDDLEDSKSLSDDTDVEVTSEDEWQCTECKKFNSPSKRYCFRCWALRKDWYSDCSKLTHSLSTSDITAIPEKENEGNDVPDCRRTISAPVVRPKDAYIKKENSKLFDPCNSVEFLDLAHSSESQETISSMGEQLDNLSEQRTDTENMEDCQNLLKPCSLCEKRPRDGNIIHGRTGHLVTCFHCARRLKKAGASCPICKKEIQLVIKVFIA
Target sequence (Q00987 whole entry, looked up): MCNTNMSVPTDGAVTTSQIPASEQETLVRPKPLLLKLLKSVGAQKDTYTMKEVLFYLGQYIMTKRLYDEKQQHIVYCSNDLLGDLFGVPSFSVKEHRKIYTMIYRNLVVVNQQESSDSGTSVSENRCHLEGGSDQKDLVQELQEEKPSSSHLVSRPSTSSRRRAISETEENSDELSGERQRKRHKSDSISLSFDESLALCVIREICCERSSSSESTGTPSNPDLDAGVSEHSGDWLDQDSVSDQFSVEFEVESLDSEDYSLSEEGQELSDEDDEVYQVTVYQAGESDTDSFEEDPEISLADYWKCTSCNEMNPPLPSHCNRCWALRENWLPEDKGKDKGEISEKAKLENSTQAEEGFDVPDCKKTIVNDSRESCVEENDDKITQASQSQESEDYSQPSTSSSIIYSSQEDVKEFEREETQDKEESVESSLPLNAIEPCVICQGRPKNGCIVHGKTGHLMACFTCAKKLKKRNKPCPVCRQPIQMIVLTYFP
An asterisk follows results filed as active. The order is random; any-hit rate near 6.6%.

SMILES | tim23-1 inh | CHOP UPR activ | TIM10 inh | UPR XBP1 act | tim10-1 inh | Jurkat NFkB inh | 697 NFkB inh | Mdm2-MdmX inh
Cc1ccc(C)c(NS(=O)(=O)c2cc(C(=O)NCc3ccccn3)ccc2C)c1 | 35 | -0.9 | 20 | -3 | 29 | 1 | -16 | -11
CCOc1ccc2c(C)cc(=O)oc2c1OCC | -6 | -1.3 | -16 | -5 | 6 | -10 | 15 | 19
CCOc1ccc(Cn2nnc(C(=O)NCc3ccc(OC)cc3)c2N)cc1 | 5 | -0.8 | -9 | -1 | -14 | -2 | -3 | 31
CCOC(=O)CCCCC(=O)c1[nH]c(=O)[nH]c1CSc1nc(C)cc(=O)[nH]1 | 0 | 0.5 | 2 | -2 | 3 | -4 | -5 | -2
O=C(CNC(=O)c1cccs1)OCC(=O)c1ccccc1 | 7 | 1.0 | 12 | 0 | 9 | 4 | 2 | 9
COc1ccc(OCc2cc(C(=O)NCC(C)Oc3cccnc3)no2)c(Cl)c1 (stereo not drawn) | 43 | 4.1 | 22 | -3 | 33 | -49 | -37 | 13
Cc1ccccc1OCC(=O)Nc1sc(C(=O)Nc2cccc(C)c2C)c(C)c1C#N | 6 | 1.3 | 4 | -1 | 12 | 3 | 10 | -10
COC(=O)c1ccc(C2C(Oc3ccccc3)C(=O)N2CCc2ccc(F)cc2)cc1 (stereo not drawn) | 0 | -1.6 | -3 | 2 | 35 | 4 | 2 | 31
CC(NC(=O)c1ccc(N(C)C)cc1)C(c1cccs1)N1CCN(C)CC1 (stereo not drawn) | -3 | 2.5 | 0 | -3 | 3 | -56 | -29 | 30
O=C(CC12CC3CC(CC(Br)(C3)C1)C2)Nc1nncs1 | 5 | 3.0 | 5 | -8 | 3 | 7 | 9 | -7
CN1CCN(c2ccc(C(=O)NC3CCCCC3)cc2[N+](=O)[O-])CC1 | -1 | -1.6 | 7 | 4 | -9 | -26 | 1 | 3
COCCCN1C(=O)c2ccc(C(=O)OCC(=O)N3CCN(c4ccccc4)CC3)cc2C1=O | 18 | -1.0 | -1 | -2 | 10 | 0 | -1 | 16
CN(C(=O)COC(=O)c1ccc([N+](=O)[O-])cc1N)c1ccccc1 | 1 | 0.6 | -3 | 0 | 1 | 12 | 5 | 14
O=C(CCc1ccccc1)c1ccc2c(c1)OCCCO2 | 8 | 1.6 | -4 | 0 | 9 | -93 | -128 | -133
Cc1csc(NC(=O)CSC2=NS(=O)(=O)c3ccccc3N2)n1 | -7 | -0.1 | -3 | 0 | -5 | 9 | -4 | -7
Cc1ccc(C(=O)CCC(=O)N2CCN(c3ccc(F)cc3)CC2)cc1 | 22 | -1.2 | 13 | 0 | 31 | -1 | -6 | 2
Cc1c2ccccc2nc2ccccc12 | 70* | 1.1 | 22 | 2 | 26 | 22 | 12 | 27
CCCCN(C(=O)/C=C/c1ccc(OC)cc1)C1CCS(=O)(=O)C1 (stereo not drawn) | 2 | -2.7 | -7 | 1 | 6 | -12 | -5 | 24
CC(=O)c1ccc(OC(=O)CCN2c3ccccc3Sc3ccccc32)cc1 | 33 | -1.6 | 27 | 0 | 15 | 13 | -11 | 12
O=C(COc1ccc2ccc(=O)oc2c1)Nc1ccc(N2CCCCC2)cc1 | 3 | -2.3 | -1 | -4 | 0 | 1 | 11 | 11
COc1cc(C(=O)OC(C)CN2C(C)CCCC2C)cc(OC)c1OC (stereo not drawn) | -11 | 1.7 | -1 | -2 | -9 | -3 | 7 | 16
Nc1nnc(SCc2c(F)cccc2Cl)s1 | 0 | 0.8 | -6 | 2 | -15 | 8 | -8 | 15
Cc1cc2c(s1)CCCCC(=O)N2 | 16 | -3.4 | 1 | 0 | 11 | -16 | -11 | 3
COC(=O)C1=CO[C@@H](OC2OC(CO)C(O)C(O)C2O)[C@@H]2C(CO)=CC[C@H]12 (stereo partly drawn) | 2 | -1.1 | -5 | -2 | -1 | 4 | 15 | 17
COc1ccc(OC)c(NC(=O)Cn2nc(C)c3ccccc3c2=O)c1 | 15 | -0.3 | -3 | -4 | 7 | -8 | -8 | -7

Full records, quoted from the list.
`COc1ccc(OCc2cc(C(=O)NCC(C)Oc3cccnc3)no2)c(Cl)c1` (stereo not drawn) reads tim23-1 inh: 43; CHOP UPR activ: 4.1; TIM10 inh: 22; UPR XBP1 act: -3; tim10-1 inh: 33; Jurkat NFkB inh: -49; 697 NFkB inh: -37; Mdm2-MdmX inh: 13
`COc1ccc(OC)c(NC(=O)Cn2nc(C)c3ccccc3c2=O)c1` reads tim23-1 inh: 15; CHOP UPR activ: -0.3; TIM10 inh: -3; UPR XBP1 act: -4; tim10-1 inh: 7; Jurkat NFkB inh: -8; 697 NFkB inh: -8; Mdm2-MdmX inh: -7
`Cc1cc2c(s1)CCCCC(=O)N2` reads tim23-1 inh: 16; CHOP UPR activ: -3.4; TIM10 inh: 1; UPR XBP1 act: 0; tim10-1 inh: 11; Jurkat NFkB inh: -16; 697 NFkB inh: -11; Mdm2-MdmX inh: 3

Next section.
SMILES | tim23-1 inh | CHOP UPR activ | TIM10 inh | UPR XBP1 act | tim10-1 inh | Jurkat NFkB inh | 697 NFkB inh | Mdm2-MdmX inh
COC(=O)C(NC(=O)CCC(=O)N[C@@H](C(=O)OC)c1ccccc1)c1ccccc1 (stereo partly drawn) | -6 | -3.1 | 2 | 3 | -11 | -18 | -28 | -3
COc1ccccc1NC(=O)CCSc1nnc(-c2ccc(O)cc2)o1 | 2 | -1.2 | 13 | -3 | 3 | 6 | 14 | -8
Nc1cc(=O)[nH]c(=S)n1-c1ccccc1 | 14 | -1.2 | 10 | -2 | 10 | -8 | -18 | 6
COc1ccc(Cl)cc1C(=O)NC1=NCCS1 | 14 | 2.4 | 20 | -5 | 17 | -27 | -35 | 11
Nc1nc(CN2CCc3ccccc3C2)nc(Nc2ccccc2)n1 | 38 | -1.7 | 9 | 0 | 12 | 5 | -18 | -40
CCOC(=O)C1CCCN(C(=O)c2cc(-c3ccccc3)nc3ccccc23)C1 (stereo not drawn) | 12 | -1.3 | 22 | -3 | 30 | -14 | 9 | 6
CCCCn1c(=N)n(CC(=O)C(C)(C)C)c2ccccc21 | 31 | -1.2 | 19 | -9 | 26 | 19 | 7 | -20
COc1cc(NC(=O)c2ccc(C)cc2)ccc1NC(=O)c1cc2ccccc2o1 | -9 | 0.0 | -21 | 1 | -17 | -16 | -80 | 57*
Cc1ccc(OCC(=O)Nc2ccc3c(c2)OC(F)(F)O3)c([N+](=O)[O-])n1 | 7 | -1.6 | -5 | -3 | 15 | -4 | -3 | -3
CCOC(=O)c1sc(NC(=O)c2ccco2)nc1-c1ccccc1 | -5 | 0.7 | 11 | 1 | -2 | 8 | 13 | 19
O=C(O)C1CC=CCC1C(=O)NCCc1csc(-c2ccccc2)n1 (stereo not drawn) | 0 | -0.8 | -7 | 2 | 5 | 1 | 2 | 15
CSc1cccc(NC(=O)COC(=O)c2ccccn2)c1 | -8 | -1.8 | 7 | -1 | -8 | -7 | -5 | 3
CCCCn1nnnc1NCc1cccs1 | 8 | -0.5 | -19 | 0 | 18 | -1 | -1 | 14
Cc1cc(C)cc(C(=O)NC(CC(N)=O)c2ccc(NC3CCCC3)c([N+](=O)[O-])c2)c1 (stereo not drawn) | 10 | 1.5 | 8 | 0 | 5 | -10 | 5 | 3
COCCNC(=O)c1cc2cc3ccc(OC)cc3nc2o1 | 25 | 2.9 | 28 | 2 | 34 | -18 | -15 | -4
O=C(Nc1ccc(Cl)cc1)N(Cc1nnc2n1CCCCC2)c1ccccc1 | 16 | -1.5 | 1 | -3 | 6 | 8 | 1 | -25
CCC(C)NC(=O)c1ccc(N2CC3CC(C2)c2cccc(=O)n2C3)c(NC(=O)c2ccc(Br)o2)c1 (stereo not drawn) | 10 | 0.1 | 8 | -5 | 4 | -5 | -20 | 13
Cn1c(C(=O)NCCCN2CCc3ccccc3C2)cc2c(=O)n(C)c3ccccc3c21 | -4 | -0.8 | 4 | -1 | -2 | -15 | 2 | 31
COc1ccccc1NC(=O)COc1cc(Br)c(CNCCCN2CCOCC2)cc1OC | 0 | -1.1 | -2 | -1 | -1 | 1 | 8 | 15
Cc1ccc(C(=O)NS(=O)(=O)c2ccccc2)cc1 | 15 | -1.0 | -3 | -2 | 16 | -30 | 3 | 2
CC(=O)NC1=NN(C(C)=O)C(C)(c2ccc(Br)cc2)S1 (stereo not drawn) | 5 | 3.9 | -16 | -1 | 7 | 3 | 7 | -1
CCn1c(CNC(=O)c2cccs2)nnc1SCC(=O)Nc1ccc(Cl)cc1 | 8 | -1.8 | 7 | 0 | -10 | 12 | 7 | -20
c1ccc(-c2noc(-c3ccccc3-c3ccccc3)n2)cc1 | 17 | 1.4 | 37 | -1 | 33 | -1 | -11 | 11
CC(C)(C)NC(=O)CN(C(=O)c1snc(C(=O)NC2CCCCC2)c1N)c1ccccc1F | 25 | 2.6 | 14 | 0 | 27 | -1 | -4 | 26
O=C(COc1cccc2cccnc12)N/N=C1\SCC(=O)N1Cc1ccco1 | 1 | 1.4 | 7 | 8 | -8 | 5 | 27 | 8

2 of these compounds in a different format:
Results follow in this order: tim23-1 inh, CHOP UPR activ, TIM10 inh, UPR XBP1 act, tim10-1 inh, Jurkat NFkB inh, 697 NFkB inh, Mdm2-MdmX inh
- Cc1ccc(OCC(=O)Nc2ccc3c(c2)OC(F)(F)O3)c([N+](=O)[O-])n1
  7, -1.6, -5, -3, 15, -4, -3, -3
- COc1cc(NC(=O)c2ccc(C)cc2)ccc1NC(=O)c1cc2ccccc2o1
  -9, 0.0, -21, 1, -17, -16, -80, 57*

Carrying on:
SMILES | tim23-1 inh | CHOP UPR activ | TIM10 inh | UPR XBP1 act | tim10-1 inh | Jurkat NFkB inh | 697 NFkB inh | Mdm2-MdmX inh
Cc1[nH]c2ccccc2c1C(O)c1ccncc1 (stereo not drawn) | 7 | 2.0 | -12 | -1 | -11 | 2 | 5 | -5
COc1ccc2c(c1)C(=O)N(c1ccc(C)cc1C)C(=O)C2 | 45 | 12 | -4 | -3 | 22 | -6 | 16 | -8
CC(=O)OCCNC(=O)c1cc2ccccc2oc1=O | -8 | 1.4 | 0 | 2 | 11 | -3 | -6 | 12
Cc1cc(C)nc(NC(=O)C(C)N2C(=O)c3ccccc3C2=O)n1 (stereo not drawn) | -2 | -0.2 | -8 | 0 | 7 | -6 | 4 | -21
O=C(Nc1ccccc1)N1CCNCC1 | 6 | 1.9 | -1 | -2 | 8 | 10 | 6 | 12
COc1cc2c(cc1OC)CN(C(=O)Cc1c(F)cccc1Cl)CC2 | 19 | -0.4 | 9 | 7 | -5 | 7 | -2 | -15
Cc1ccc(-n2ncc3c2CC(C)(C)CC3NC(=O)c2cc[n+]([O-])cc2)cc1 (stereo not drawn) | 8 | 0.6 | 11 | -2 | 8 | 3 | -38 | 2
O=[N+]([O-])c1cc(Cl)ccc1NCCc1ccccn1 | 36 | 5.4 | -14 | 6 | -6 | -16 | -37 | -18
O=C(Nc1ccc(N2CCN(C(=O)c3cccs3)CC2)cc1)c1ccc(F)cc1 | 27 | 2.4 | 30 | -2 | 24 | -14 | -33 | 24
COc1ccc(Cl)cc1NC(=O)c1noc(C)c1[N+](=O)[O-] | 21 | -1.4 | 19 | -1 | 15 | 2 | 16 | 8
COc1ccc(C(=O)O)cc1S(=O)(=O)N(CCc1ccccc1)Cc1ccccc1 | 14 | 0.1 | 1 | -1 | 11 | -7 | 8 | 10
O=C(CSc1nnnn1C1CCCC1)N1CCCCC1 | 4 | 5.2 | 1 | 0 | -9 | -49 | -52 | -2
CCNC(=S)N(CCN(CC)CC)Cc1cc2cc3c(cc2[nH]c1=O)OCCO3 | -3 | 2.4 | -3 | -2 | 7 | -11 | -21 | -4
CSc1nsc(SCC(=O)Nc2cccc(C(=O)O)c2)n1 | -5 | 1.1 | 11 | -3 | 12 | 5 | 19 | 9
COc1ccc(N(CC(=O)Nc2ccc3c(c2)OCCO3)S(=O)(=O)c2cccc(C)c2)cc1 | 27 | 4.4 | 9 | 1 | 8 | -9 | -17 | 32

Screening data (PubChem BioAssay)
